EP2 antag = inhibitors of human EP2 prostaglandin E2 receptor; AID 1422; 0.52% of 260,000 active; inhibition, % at 25 µM; C6 glioma cells expressing human EP2, cAMP TR-FRET; cells stimulated with saturating PGE2; P43116;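 active = percent inhibition above 40 after rounding to a whole number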;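 also: rat C6 glioma host cells with rolipram phosphodiesterase inhibitor present; the protocol text gives 20 µM as final concentration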
p97 ATPase inh = inhibitors of human p97 ATPase; P55072; recombinant p97 ATPase, Kinase-Glo ATP luminescence, 3 h; inhibition, % at 8 µM; 0.42% of 220,000 active; AID 1481; in the data active = inhibition above about 15%;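 also: 0% = DMSO vehicle and 100% = wells lacking enzyme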
PPC-1+TRAIL kill = compounds killing PPC-1 cancer cells with TRAIL present (potentiator screen, no TRAIL-free arm) | cell killing (% activity), % at 4 µM | PPC-1 cells + TRAIL, ATPLite viability luminescence | 0.41% of 220,000 active;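 active = cell killing above 50% in the first pass at 4 µM, then a duplicate retest at 5 µM averaging 50% or more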;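 also: plate controls were cells with TRAIL plus DMSO for no effect and medium-only wells lacking cells for full effect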
BaF3 tox = counter-screen for JAK2V617F inhibitors: parental Ba/F3 viability inhibitors; CellTiter-Glo ATP luminescence; inhibition, % at 5.6 µM; 1.1% of 220,000 active;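 active = inhibition above a per-campaign cutoff, the mean inhibition of all tested compounds plus 3 SD, cut at about 27% in these data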;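 also: 0% = DMSO wells and 100% = JAK Inhibitor I control wells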
p47phox inh = blocks human p47phox regulatory protein of NADPH oxidases. p47phox/p22phox peptide binding, fluorescence polarization, 2 h. inhibition, % at 24.7 µM. 0.53% of 220,000 active. AID 1274;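 active = inhibition above about 30%, limit read from the data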;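 also: 0% = p47phox with labelled peptide and 100% = labelled peptide alone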
Target sequence (P14598 whole entry, looked up): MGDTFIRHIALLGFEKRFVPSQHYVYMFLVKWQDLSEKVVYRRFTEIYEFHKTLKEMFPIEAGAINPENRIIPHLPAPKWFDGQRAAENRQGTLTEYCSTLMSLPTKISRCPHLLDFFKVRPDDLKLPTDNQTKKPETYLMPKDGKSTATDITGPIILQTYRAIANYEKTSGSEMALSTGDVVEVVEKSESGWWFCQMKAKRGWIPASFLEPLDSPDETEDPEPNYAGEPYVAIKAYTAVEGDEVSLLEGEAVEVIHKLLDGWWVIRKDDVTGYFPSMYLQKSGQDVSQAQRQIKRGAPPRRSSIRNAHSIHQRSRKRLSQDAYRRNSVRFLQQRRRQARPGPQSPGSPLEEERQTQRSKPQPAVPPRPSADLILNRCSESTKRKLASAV
Tb hexokinase = blocks Trypanosoma brucei hexokinase 1 activity; recombinant TbHK1, G6PDH-coupled NADH A340; inhibition, % at 10 µM; 0.11% of 220,000 active; AID 1430;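 active = inhibition of 50% or more in the single-dose primary screen; inactive = inhibition below 50%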
Ba/F3 V617F tox = reduce viability of Ba/F3 cells dependent on JAK2V617F | Ba/F3 EpoR-JAK2V617F viability, ATP luminescence | inhibition, % at 5.6 µM | 1.1% of 220,000 active | AID 1446;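 active = inhibition above the campaign mean plus 3 SD over all tested compounds, cut at about 24% in these data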;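 also: cytokine-independent growth of Ba/F3 cells driven by EpoR plus mutant JAK2; 0% = DMSO-treated cells and 100% = JAK inhibitor I control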
RBBP9 inhibitor = blocks human serine hydrolase RBBP9. O75884. recombinant RBBP9, FP-Rh probe fluorescence polarization. inhibition, % at 7.94 µM. 0.2% of 220,000 active. AID 1515;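 active = inhibition above the campaign mean of all tested compounds plus 3 SD, cut at about 14% in these data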;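 also: plate controls were DMSO wells with RBBP9 for no effect and wells lacking RBBP9 protein for full effect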
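Test system – recombinant human RBBP9 · Input – RBBP9 2.5 µM in dispensing solution, pre-mixing · Medium – Tris buffer pH 8.0, NaCl, Pluronic · Schedule – preincubation 30 min plus labeling 45 min at 25 °C · Measured by – fluorescence polarization · Measure – % inhibition · Controls – DMSO and no-protein wells · Replicates – one well per compound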
Furin inhibitor = human furin inhibition; purified furin, fluorogenic substrate cleavage; inhibition, % at 30 µM; 0.061% of 220,000 active; in the data active = inhibition above about 25%; also: inactives centre near -15
Target sequence (P09958 108-714 limits assumed): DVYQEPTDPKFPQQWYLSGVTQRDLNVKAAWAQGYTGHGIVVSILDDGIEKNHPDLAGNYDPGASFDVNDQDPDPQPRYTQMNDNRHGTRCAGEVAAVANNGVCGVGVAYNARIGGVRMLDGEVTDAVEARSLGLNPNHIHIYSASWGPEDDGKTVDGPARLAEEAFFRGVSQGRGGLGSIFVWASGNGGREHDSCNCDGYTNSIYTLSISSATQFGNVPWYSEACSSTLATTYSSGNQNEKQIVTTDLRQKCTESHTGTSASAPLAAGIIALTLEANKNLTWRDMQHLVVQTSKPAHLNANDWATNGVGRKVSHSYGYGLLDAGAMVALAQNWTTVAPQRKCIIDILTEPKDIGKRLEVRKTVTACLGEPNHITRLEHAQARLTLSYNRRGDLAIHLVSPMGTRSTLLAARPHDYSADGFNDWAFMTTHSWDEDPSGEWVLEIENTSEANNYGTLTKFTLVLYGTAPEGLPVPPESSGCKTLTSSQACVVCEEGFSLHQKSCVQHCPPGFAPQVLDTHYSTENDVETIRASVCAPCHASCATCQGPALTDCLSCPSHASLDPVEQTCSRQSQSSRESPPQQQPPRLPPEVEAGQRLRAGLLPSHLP
Starred values were filed as active, the others as inactive; nt = no result given; & = joins results of further samples; [ ] = another dose, or the depositor's remark. A portion of the library; rates above refer to the full screens.

Short forms: A = EP2 antag; B = p97 ATPase inh; C = PPC-1+TRAIL kill; D = BaF3 tox; E = p47phox inh; F = Tb hexokinase; G = Ba/F3 V617F tox; H = RBBP9 inhibitor; I = Furin inhibitor
O=C(NC(c1ccccc1)C(Cl)(Cl)Cl)c1ccccc1 (stereo not given)
  A: 14; B: 0; C: -5; D: 5; E: -1; F: -4; G: -1; H: -2; I: -21

COC(=O)c1ccccc1NC(=O)CN1CCC(n2nnc3cc(C(F)(F)F)ccc32)CC1
  A: nt; B: -1; C: 18; D: -2; E: -1; F: -20; G: -3; H: -2; I: -8[20 µM]

CNc1nc(N)c(C(=O)C23CC4CC(CC(C4)C2)C3)s1
  A: 6; B: 3; C: 23; D: 2; E: -3; F: -22; G: -2; H: -4; I: -4

O=C(CSc1nnnn1-c1ccc2c(c1)OCCO2)N1CCN(C(=O)c2ccco2)CC1
  A: 8; B: 0; C: 0; D: 9; E: 3; F: 6; G: 3; H: -6; I: -14

O=C(Nc1ccccc1)C1=C[C@H](c2ccc3c(c2)OCO3)C[C@H](OCc2ccc(CO)cc2)O1
  A: nt; B: 4; C: 12; D: -1; E: -39; F: -2; G: 3; H: -20; I: -12

COc1cccc(N2CCN(C3CC(=O)N(c4cccc(Cl)c4)C3=O)CC2)c1 (stereo not given)
  A: 2; B: 1; C: -20; D: 2; E: -9; F: -3; G: -1; H: -7; I: -17

COc1cccc(Nc2nc(NCC3CCCO3)c3ccccc3n2)c1 (stereo not given)
  A: 53*; B: 3; C: 38; D: 11; E: -26; F: -1; G: 4; H: 5; I: -20[20 µM]

O=S(=O)(Nc1ccc(N2CCOCC2)cc1)c1ccc(F)cc1
  A: 6; B: 6; C: 0; D: 90*; E: 2; F: -11; G: 2; H: 6; I: -21

COc1ccccc1-c1nnc(NC(=O)C(C)SC2=NCCS2)s1 (stereo not given)
  A: 12; B: 17*; C: 8; D: 4; E: -7; F: -26; G: -3; H: -14; I: -24

Cc1cccc(NC(=S)N/C(=N/S(=O)(=O)c2ccccc2)c2ccccc2)c1
  A: 13; B: -3; C: -4; D: 3; E: -11; F: -24; G: 0; H: -3; I: -5[20 µM]

Cc1noc(C)c1C(=O)N1CCC(C(=O)c2ccccc2)CC1
  A: 14; B: 5; C: 15; D: -2; E: -2; F: -3; G: -3; H: -1; I: -17

OCCC1CN(Cc2cnc(-c3ccc(Cl)cc3)nc2)CCN1C1CCCC1 (stereo not given)
  A: 17; B: 3; C: -9; D: 6; E: -10; F: -5; G: -3; H: -7; I: -11

COc1cccc(C(=O)CSc2nnc(-c3cccs3)o2)c1
  A: 12; B: -6; C: 27; D: 5; E: -5; F: -1; G: -2; H: -5; I: -21[20 µM]

CCOC(=O)Cc1c(C)nc2c(C#N)c(C)nn2c1C
  A: 6; B: 6; C: -12; D: 1; E: -12; F: -3; G: -4; H: -1; I: 0[20 µM]

CC1=C(C(N)=O)C(c2ccccc2)n2nc(-c3ccncc3)nc2N1 (stereo not given)
  A: 11; B: 1; C: -4; D: 0; E: -4; F: -11; G: 4; H: -29; I: -9

COc1ccc(C(=O)NCC(=O)Nc2cccc(S(=O)(=O)NCc3ccco3)c2)cc1OC
  A: 4; B: -7; C: 6; D: 3; E: -15; F: 6; G: 2; H: -12; I: 11

OC(COC(c1ccc(Cl)cc1)c1ccc(Cl)cc1)CN1CCc2ccccc2C1 (stereo not given)
  A: 8; B: -6; C: -14; D: 7; E: -9; F: 37; G: 0; H: -6; I: -13

Cc1ccc(/C=N/NC(=O)c2cccnc2)o1
  A: 14; B: 0; C: -1; D: 2; E: 17; F: -51; G: -1; H: -4; I: -3

O=C(Oc1ccc(-n2cnnn2)cc1)c1ccco1
  A: 9&7; B: 1; C: -2; D: 4; E: -3; F: 3; G: -1; H: -11; I: -23

COc1cccc(-c2noc(C(C)n3nc(C)c([N+](=O)[O-])c3C)n2)c1 (stereo not given)
  A: 4; B: -1; C: -1; D: 1; E: -13; F: -9; G: -1; H: -10; I: -22[20 µM]

COc1cccc(C(=O)NN2CC(O)=C(c3nc4ccccc4s3)C2=N)c1
  A: 8; B: -3; C: -6; D: -2; E: 9; F: -7; G: -2; H: 6; I: -19

CN(C)S(=O)(=O)N1CCc2ccccc21
  A: 15; B: 0; C: 18; D: 3; E: -20; F: 6; G: -3; H: -4; I: -18[20 µM]

CN(C)CCN1CC(O)=C(c2nc3ccccc3s2)C1=N
  A: 15; B: 6; C: 5; D: -1; E: -74; F: -24; G: 3; H: -9; I: -8

COc1ccc(C(=O)Nc2cccc(C(C)=O)c2)cc1S(=O)(=O)N1CCOCC1
  A: 7; B: 5; C: 8; D: 5; E: -3; F: 5; G: 1; H: -4; I: -12

COc1ccc(-c2nc3ccncc3[nH]2)cc1OC
  A: 9; B: -11; C: 24; D: 5; E: -4; F: -1; G: 4; H: 5; I: -2[20 µM]

CC(C)NS(=O)(=O)c1ccc(NC(=O)Cc2cccs2)cc1
  A: 5; B: 2; C: 19; D: 5; E: -3; F: 39; G: -5; H: -3; I: -15

C/C=C\C=C/C(=O)Nc1cccc(C2=NOC3(C2)C[C@H](C(N)=O)N(C(=O)c2ccc(OC)cc2)C3)c1 (stereo not given in full)
  A: 15; B: nt; C: 11; D: nt; E: 1; F: -14; G: nt; H: nt; I: -11

O=C(c1cccs1)N1CCN(S(=O)(=O)c2ccccc2)CC1
  A: 4; B: 3; C: 15; D: -1; E: -1; F: -4; G: -5; H: 5; I: -18[20 µM]

Cc1ccc(SC(CC(=O)c2ccc(C)cc2)C(=O)O)cc1 (stereo not given)
  A: 18; B: 2; C: 2; D: 1; E: 3; F: -4; G: -2; H: -2; I: -4[20 µM]

Cc1cccc(OCCn2c(=O)sc3ccccc32)c1
  A: 4&11; B: -11; C: -18; D: 9; E: -20; F: 5; G: 5; H: -10; I: -8[20 µM]

Cc1ccc(S(=O)(=O)N(C)C)cc1NC(=O)C(C)Sc1ccccc1 (stereo not given)
  A: 6; B: 4; C: 17; D: 6; E: -8; F: -1; G: -2; H: 1; I: -30

COc1ccc(-c2ocnc2C(=O)N2CCN(Cc3cccnc3)CC2)cc1
  A: 9; B: 0; C: 14; D: 1; E: -5; F: 3; G: -4; H: -7; I: -8

c1ccc(-c2noc(-c3ccncc3)n2)nc1
  A: 12; B: -57; C: 15; D: 34*; E: -2; F: 1; G: 33*; H: -2; I: -5

Cc1cccc(NCc2n[nH]c(=S)n2-c2ccccc2)c1
  A: 10; B: 2; C: nt; D: 8; E: -4; F: -5; G: 1; H: -4; I: -28

O=C(Nc1nc(-c2ccc(Cl)s2)cs1)c1cccs1
  A: 22; B: 4; C: 14; D: 1; E: -45; F: -3; G: -4; H: 0; I: -12

Cc1ccccc1N(Cc1ccccc1F)S(C)(=O)=O
  A: 7; B: 0; C: -13; D: 8; E: 6; F: 22; G: -1; H: 2; I: -13[20 µM]

O=C(CCc1ccccc1)NCCc1cccs1
  A: 3; B: -2; C: 34; D: 1; E: -9; F: -3; G: -4; H: -2; I: -23

COc1ccnc(N=CNOCc2ccc(Cl)cc2)c1C#N
  A: 6; B: 5; C: 18; D: -5; E: -19; F: -10; G: -6; H: 1; I: -28

Nc1nc(SCc2ccccc2Cl)[nH]c(=O)c1-c1ccccc1
  A: 13; B: 2; C: 24; D: 1; E: -6; F: -1; G: -2; H: 0; I: -18[20 µM]

Cc1ccc(-c2[nH]nc(N)c2N=Nc2cccc(Cl)c2C)cc1
  A: 2; B: 2; C: -2; D: -1; E: 4; F: -11; G: -1; H: 2; I: -7[20 µM]

Cc1ccc(C)c(C(=O)COc2ccc(C)nc2[N+](=O)[O-])c1
  A: 23; B: 0; C: -14; D: 5; E: -15; F: -5; G: -5; H: -10; I: -5[20 µM]

c1ccc(-c2nc(N3CCNCC3)nc3ccccc23)cc1
  A: 16; B: -3; C: -11; D: 2; E: -16; F: 3; G: 5; H: -12; I: -12[20 µM]

CCCNC(=O)C1CCN(S(=O)(=O)c2ccc(-c3nn[nH]n3)cc2)CC1
  A: 5&19; B: 3; C: 11; D: 5; E: -8; F: -5; G: 0; H: -8; I: -20[20 µM]

CCC(=O)Oc1ccc2c(=O)c(-c3ccc4ccccc4n3)c(CC)oc2c1C
  A: 8; B: 4; C: 13; D: 4; E: -17; F: 2; G: -4; H: 3; I: -38

COCC(C)NC(=S)Nc1ccccc1[N+](=O)[O-] (stereo not given)
  A: 10; B: 7; C: 15; D: 1; E: 4; F: -6; G: -5; H: -1; I: -6

CCOc1nc(SCCOc2ccc(C)cc2)nc(N(C)C)n1
  A: 12; B: -2; C: -4; D: -1; E: -5; F: -4; G: -3; H: -10; I: 21[20 µM]

COc1ccc(-c2ccc(SCc3cccnc3)nn2)cc1OC
  A: 4; B: 2; C: 24; D: 4; E: 3; F: -1; G: 3; H: -3; I: -12

CC(C)CNC(=S)N1CCN(C(c2ccccc2)c2ccccc2)CC1
  A: 7; B: 1; C: 12; D: 2; E: -5; F: 16; G: -2; H: -7; I: -21

COc1ccc(N=N/C(=C\O)C(=O)c2ccco2)cc1
  A: 5; B: 2; C: -24; D: 8; E: -2; F: -13; G: 3; H: 1; I: 2

Cc1oc(-c2ccccc2F)nc1CN1CCC(C(=O)NC2CCCc3ccccc32)CC1 (stereo not given)
  A: 1; B: 2; C: -10; D: 8; E: -18; F: -1; G: 2; H: 4; I: -15

Reformatted in markdown: entries from further up.
| SMILES | EP2 antag | p97 ATPase inh | PPC-1+TRAIL kill | BaF3 tox | p47phox inh | Tb hexokinase | Ba/F3 V617F tox | RBBP9 inhibitor | Furin inhibitor |
| --- | --- | --- | --- | --- | --- | --- | --- | --- | --- |
| COc1ccc(N=N/C(=C\O)C(=O)c2ccco2)cc1 | 5 | 2 | -24 | 8 | -2 | -13 | 3 | 1 | 2 |
| Cc1ccc(C)c(C(=O)COc2ccc(C)nc2[N+](=O)[O-])c1 | 23 | 0 | -14 | 5 | -15 | -5 | -5 | -10 | -5[20 µM] |
| COCC(C)NC(=S)Nc1ccccc1[N+](=O)[O-] (stereo not given) | 10 | 7 | 15 | 1 | 4 | -6 | -5 | -1 | -6 |
| CCCNC(=O)C1CCN(S(=O)(=O)c2ccc(-c3nn[nH]n3)cc2)CC1 | 5&19 | 3 | 11 | 5 | -8 | -5 | 0 | -8 | -20[20 µM] |
| CCOc1nc(SCCOc2ccc(C)cc2)nc(N(C)C)n1 | 12 | -2 | -4 | -1 | -5 | -4 | -3 | -10 | 21[20 µM] |

(further entries)
Short forms: A = EP2 antag; B = p97 ATPase inh; C = PPC-1+TRAIL kill; D = BaF3 tox; E = p47phox inh; F = Tb hexokinase; G = Ba/F3 V617F tox; H = RBBP9 inhibitor; I = Furin inhibitor
COc1ccccc1NC(=S)N1CCN(C(c2ccccc2)c2ccccc2)CC1
  A: 10; B: -2; C: -2; D: 5; E: -13; F: -4; G: 3; H: -6; I: -21

COc1cccc(-c2cc(C(=O)Nc3cnn(Cc4ccc(F)cc4)c3)no2)c1
  A: 2; B: 0; C: -11; D: -1; E: 1; F: -13; G: -6; H: -1; I: -20

COc1cccc(NC(=O)Nc2cnccn2)c1
  A: 5; B: 1; C: -8; D: 3; E: 16; F: -3; G: -1; H: 3; I: -23

CC(C)c1cc(CNC(=O)CC2C(=O)NCCN2CC2CCCCC2)on1 (stereo not given)
  A: 7; B: 3; C: 11; D: 6; E: 6; F: -6; G: 0; H: 3; I: -30

O=C(Nc1ccc2c(c1)OCO2)c1ccc[n+]([O-])c1
  A: 8; B: 8; C: 0; D: 8; E: -5; F: -1; G: 0; H: -7; I: -19[20 µM]

CC1CCN(c2ccc(NC(=S)NC(=O)c3ccco3)cc2)CC1
  A: 39; B: -4; C: 0; D: 1; E: -12; F: -5; G: -1; H: -8; I: -29[20 µM]
